Akt phos inh: Akt phosphorylation inhibition; activity change, % for hits at 50 µM; Neuro2A IGF-stimulated pAkt S473 HTRF, 20 min; hits give low values; actives 0.32% (n = 360,000); AID 651550; in the data active = activity change below about -80%; inconclusive = mostly about -51% to -80%; note: % is set by controls: 0 for no effect and ±100 for the full control effect
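Neuro2A cells (4,500/well, DMEM with 0.5% FBS) were treated with compound at a single 50 µM final concentration, stimulated with 6 nM IGF for 20 min at 37 °C, and lysed. Phospho-Akt Ser473 was read by HTRF as 665/615 ratio ×10^4.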
aSyn rescue: alpha-synuclein toxicity inhibition in yeast | Yeast expressing alpha-synuclein, growth rescue, BacTiter-Glo, 24 h | Potency, µM (highest dose often 46.1 µM), for inactives: at the top dose growth rescue (activation), most hits filed as activators | actives 0.14% (n = 370,000); note: potency is the fitted concentration of half-maximal effect; % of control where 0% means no effect; nearly all actives have a fitted effect of over 65% in size
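Readout is rescue of growth in alpha-synuclein-expressing yeast, so inhibitors of toxicity appear as activators. Growth after 24 hr at 30 deg C in galactose medium is quantified by luminescence.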
D3 antag: D3 dopamine receptor (human) antagonism. D3R cells, DiscoveRx beta-arrestin luminescence, antagonist mode; hits give low values. max response, negative = inhibition, %. actives 2.5% (n = 360,000). AID 652054; in the data active = max response below about -50%; inconclusive = no clear call, values can overlap the other calls; note: % is set by controls: 0 for no effect and ±100 for the full control effect; mostly tested at two doses, the higher about 12 µM
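Cells plated overnight at 1500 cells/well, then exposed to library compounds with dopamine controls for 90 minutes at 37 degrees C. DiscoveRx reagent added for 30–60 minutes at room temperature; luminescence read, quantitative HTS format.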
GLP-1R agonist: activates the human GLP-1 receptor; actives 0.007% (n = 380,000); P43220; AID 624172; Potency, µM (series often up to 45.6 µM), for the others: top-dose activation, hits mostly activators; HEK293 GLP-1R CRE-luciferase, luminescence, 4-6 h; cells express a hypersensitive GLP-1R form; note: potency is the fitted concentration of half-maximal effect; % of control where 0% means no effect
PTHR1 ag: activates the human parathyroid hormone receptor PTHR1. actives 0.075% (n = 410,000). Potency, µM (highest dose often 115 µM), without a hit: top-dose activation, usual class: activators. AID 743266. Q03431. HEK293 GP2 PTHR1 cells, GloSensor cAMP luminescence, 1 h; note: potency is the fitted concentration of half-maximal effect; nearly all actives have a fitted effect of over 55% in size; some results filed as inactive show a strong effect at the top dose; inactives centre near -15; many of its hits are not listed in these tables
Target sequence (Q03431 whole entry, looked up): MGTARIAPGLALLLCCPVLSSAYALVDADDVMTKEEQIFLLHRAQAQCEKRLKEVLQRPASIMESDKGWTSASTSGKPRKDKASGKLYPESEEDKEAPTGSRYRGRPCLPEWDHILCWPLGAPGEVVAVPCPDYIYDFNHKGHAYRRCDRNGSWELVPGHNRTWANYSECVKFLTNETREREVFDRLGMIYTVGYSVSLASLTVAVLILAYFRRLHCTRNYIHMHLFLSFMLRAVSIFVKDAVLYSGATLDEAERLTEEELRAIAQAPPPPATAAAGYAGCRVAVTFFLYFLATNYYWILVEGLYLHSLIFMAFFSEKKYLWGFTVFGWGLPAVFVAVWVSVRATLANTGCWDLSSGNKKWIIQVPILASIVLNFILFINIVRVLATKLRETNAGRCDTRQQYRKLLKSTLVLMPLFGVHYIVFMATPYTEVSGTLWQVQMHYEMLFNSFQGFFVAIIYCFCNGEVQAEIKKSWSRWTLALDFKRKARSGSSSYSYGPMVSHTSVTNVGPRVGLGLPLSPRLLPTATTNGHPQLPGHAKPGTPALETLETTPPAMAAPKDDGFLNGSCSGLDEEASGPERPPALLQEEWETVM
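HEK-293-derived GP2 cells expressing PTHR1 and a GloSensor cAMP reporter, 3,000/well, plated overnight, given luciferin plus IBMX (each 0.5 mM as added) for 1 h at 37 °C, then compound for 1 h at 37 °C. Luminescence was read after 15 min at room temperature.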
TDP43 rescue: inhibitors of TDP-43 toxicity in yeast. TDP-43 expressing yeast growth rescue, BacTiter-Glo, 24 h. Potency, µM (top dose mostly 46.1 µM), for the others: at the top dose growth rescue (activation), actives largely listed as activators. actives 1.8% (n = 410,000). AID 652104; note: potency is the fitted concentration of half-maximal effect; % of control where 0% means no effect; nearly all actives have a fitted effect of over 50% in size
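Luminescence from BacTiter-Glo reports growth of TDP-43-expressing yeast after 24 hr at 30 deg C with compound. Cells were raffinose-pregrown to mid-log, then seeded in galactose medium at OD600=0.02.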
FUS suppressor: rescues growth of FUS-expressing yeast; S. cerevisiae FUS-expressing, growth rescue, OD600, 24 h; Potency, µM (titrated, usually from 76.6 µM), without a hit: at the highest dose growth rescue (activation), hits mostly activators; actives 0.24% (n = 390,000); AID 1347120;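 note: potency is the fitted concentration of half-maximal effect; plate controls were DMSO vehicle for no effect and reference control for full effect; nearly all actives have a fitted effect of over 55% in size; some results filed as inactive show a strong effect at the top dose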
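Read-out: OD at 600 nm after 24hr at 30C, reporting rescue of FUS-induced yeast toxicity. Cells at OD 0.005 in galactose (2%) minimal medium; compounds tested in a dilution series; CP55940 titration from 92uM final as control.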
GLP-1R inv ag: acts as inverse agonist at human GLP-1 receptor; HEK293 GLP-1R CRE-luciferase, luminescence, 24 h; GLP-1R form is constitutively active; Potency, µM (titrated, usually from 38.3 µM), without a hit: at the top dose activity change, negative = inhibition, usual class: inhibitors; actives 1.6% (n = 410,000); AID 624417; note: potency is the fitted concentration of half-maximal effect; % is set by controls: 0 for no effect and ±100 for the full control effect; nearly all actives have a fitted effect of over 55% in size
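Constitutively active GLP-1R drives a cAMP-responsive luciferase in stably transfected HEK293 cells; test compounds are added after overnight (12 h) attachment and left 24 hr, and signal loss in luminescence marks inhibition.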
Abeta rescue: compounds reversing amyloid beta toxicity in yeast; actives 0.063% (n = 410,000); yeast expressing A-beta42, growth rescue, OD600, 48 h; response scale: 0% DMSO, 100% iron-clioquinol control; Potency, µM (highest dose often 46.1 µM), without a hit: top-dose growth rescue, hits mostly activators; note: potency is the fitted concentration of half-maximal effect; nearly all actives have a fitted effect of over 55% in size
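Yeast growth medium received pinned compounds, then yeast cells expressing toxic A-beta were added; plates incubated at 30 C for 48 hr. Growth read as absorbance at 600 nm, normalized to DMSO and equimolar FeCl3 plus clioquinol controls.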
* marks the source's active call; other numbers are inactive results; i = inactive; ? = inconclusive; nt = no result given; [ ] = remark or other dose. Unless noted, calls come from the whole dose curve; as a rule, active = well fitted curve in the direction sought with a large enough effect; inconclusive = small, poorly fitted or top-dose-only effect, or another doubt; inactive = no such curve, though single readings can be large; an effect the other way counts as inactive or inconclusive. A portion of the library; rates above refer to the full screens.

SMILES	Akt phos inh	aSyn rescue	D3 antag	GLP-1R agonist	PTHR1 ag	TDP43 rescue	FUS suppressor	GLP-1R inv ag	Abeta rescue
O=C(Cc1ccc(Cl)cc1)Nc1cccnc1	i	0%	10	-6%	i	-13%	-2%	16%	-3%
CC(=O)Nc1ccc(NC(=O)c2cc(-n3cnnc3)ccc2Cl)cc1	i	-4%	0	0%	6%	?	3%	8%	0%
COc1ccc(-c2cc(C(=O)Nc3c(Cl)cccc3Cl)no2)cc1OC	nt	nt	nt	nt	-19%	0%	-7%	23%	-11%
O=C(NC1CCCCC1)C(c1ccco1)N(Cc1cccnc1)C(=O)C1COc2ccccc2O1 (stereo unspecified)	i	8%	-5	0%	i	-15%	4%	-7%	7%
COc1ccc(C2C(C(C)=O)=C(O)C(=O)N2C)c(OC)c1 (stereo unspecified)	i	-5%	-12	-7%	i	-10%	11%	3%	1%
CCO[C@@H]1OC(C(=O)N2CCN(Cc3ccccc3)CC2)=C[C@H](c2coc3ccccc3c2=O)[C@H]1CCCO	i	-2%	-7	-2%	i	8%	-3%	-7%	4%
Cc1c2cnn(CC(=O)NC(C)C)c(=O)c2c(C)n1Cc1ccccc1Cl	nt	nt	nt	nt	i	25%	-16%	9%	8%
Cc1cc(=O)n2nc(N3CCCC(C(=O)NCc4cccc(Cl)c4)C3)sc2n1 (stereo unspecified)	i	-4%	-1	2%	i	-6%	-5%	8%	9%
COc1ccccc1NC(=O)CCS(=O)(=O)c1cc2c3c(c1)CCN3C(=O)CC2	nt	nt	nt	nt	i	20%	10%	3%	-5%
CCOC(=O)c1ccc(NC(=O)N2CC3CCCN3c3ccccc32)cc1 (stereo unspecified)	nt	nt	nt	nt	i	?	17%	?	-31%
O=C(c1ccc(NS(=O)(=O)c2ccc(F)cc2)cc1)N1CCOCC1	i	-3%	5	-4%	i	-12%	5%	-2%	8%
Cc1cc(N)ccc1NC(=O)c1ccccc1	i	-3%	-12	-6%	i	?	22%	0%	6%
CCCCNC(=O)C1(C)CCCCN1CC(=O)c1ccc(OC)cc1 (stereo unspecified)	i	1%	16	-6%	i	18%	44%	1%	-10%
CCc1nn2c(=O)cc(COC(=O)c3cc(Cl)c(OC)c(OC)c3)nc2s1	i	12%	14	7%	-41%[inhibitor]	?	11%	5%	-17%
O=C(N/N=C/c1ccccc1)c1ccc(NC(=O)c2ccc(F)cc2)cc1	i	-7%	0	0%	i	?	9%	-13%	-13%
CCOC(=O)c1ccccc1NC(=O)c1cccc(F)c1	i	-5%	-16	25%	-25%	4%	-21%	20%	0%
O=C1OC[C@@H]2CCCN2C(=O)[C@H](CC(=O)N(CCO)Cc2ccccc2)C/C=C\CC[C@H]1Cc1ccc(F)cc1	i	-2%	?	10%	i	0%	?	-3%	1%
Cn1c(=O)[nH]c(=O)c2c1nc1n2CCCN1CCc1ccccc1	i	0%	2	-12%	-3%	6%	-6%	3%	8%
CCCCNC(=O)CSc1nc2nc(C)c(Cc3ccccc3C)c(C)n2n1	nt	nt	nt	nt	i	19%	14%	-11%	-23%
Cc1nn(CC(=O)NC(C)C)c(C)c1[N+](=O)[O-]	i	0%	0	5%	i	2%	-20%	2%	0%

Not a retest: entries from further up.
SMILES	Akt phos inh	aSyn rescue	D3 antag	GLP-1R agonist	PTHR1 ag	TDP43 rescue	FUS suppressor	GLP-1R inv ag	Abeta rescue
O=C(Cc1ccc(Cl)cc1)Nc1cccnc1	i	0%	10	-6%	i	-13%	-2%	16%	-3%
CC(=O)Nc1ccc(NC(=O)c2cc(-n3cnnc3)ccc2Cl)cc1	i	-4%	0	0%	6%	?	3%	8%	0%
COc1ccc(-c2cc(C(=O)Nc3c(Cl)cccc3Cl)no2)cc1OC	nt	nt	nt	nt	-19%	0%	-7%	23%	-11%
O=C(NC1CCCCC1)C(c1ccco1)N(Cc1cccnc1)C(=O)C1COc2ccccc2O1 (stereo unspecified)	i	8%	-5	0%	i	-15%	4%	-7%	7%
COc1ccc(C2C(C(C)=O)=C(O)C(=O)N2C)c(OC)c1 (stereo unspecified)	i	-5%	-12	-7%	i	-10%	11%	3%	1%
CCO[C@@H]1OC(C(=O)N2CCN(Cc3ccccc3)CC2)=C[C@H](c2coc3ccccc3c2=O)[C@H]1CCCO	i	-2%	-7	-2%	i	8%	-3%	-7%	4%
Cc1c2cnn(CC(=O)NC(C)C)c(=O)c2c(C)n1Cc1ccccc1Cl	nt	nt	nt	nt	i	25%	-16%	9%	8%
Cc1cc(=O)n2nc(N3CCCC(C(=O)NCc4cccc(Cl)c4)C3)sc2n1 (stereo unspecified)	i	-4%	-1	2%	i	-6%	-5%	8%	9%
COc1ccccc1NC(=O)CCS(=O)(=O)c1cc2c3c(c1)CCN3C(=O)CC2	nt	nt	nt	nt	i	20%	10%	3%	-5%
CCOC(=O)c1ccc(NC(=O)N2CC3CCCN3c3ccccc32)cc1 (stereo unspecified)	nt	nt	nt	nt	i	?	17%	?	-31%
O=C(c1ccc(NS(=O)(=O)c2ccc(F)cc2)cc1)N1CCOCC1	i	-3%	5	-4%	i	-12%	5%	-2%	8%
Cc1cc(N)ccc1NC(=O)c1ccccc1	i	-3%	-12	-6%	i	?	22%	0%	6%
CCCCNC(=O)C1(C)CCCCN1CC(=O)c1ccc(OC)cc1 (stereo unspecified)	i	1%	16	-6%	i	18%	44%	1%	-10%
CCc1nn2c(=O)cc(COC(=O)c3cc(Cl)c(OC)c(OC)c3)nc2s1	i	12%	14	7%	-41%[inhibitor]	?	11%	5%	-17%

The list continues.
SMILES	Akt phos inh	aSyn rescue	D3 antag	GLP-1R agonist	PTHR1 ag	TDP43 rescue	FUS suppressor	GLP-1R inv ag	Abeta rescue
CCCCCCCCN1C(=O)[C@H](CC(=O)NCC23CC4CC(CC(C4)C2)C3)C[C@@]2(C(=O)OC)CCCCC=C12	i	0%	9	2%	-19%	0%	37%	-9%	16%
O=C(COC(=O)COc1ccc(Cl)cc1)NC1CC1	i	4%	-4	-5%	-15%	-13%	-22%	3%	-11%
CCc1nc2c(OCCC3CCCCC3)cccn2c1N(C)C(=O)c1ccco1	i	0%	-17	14%	-27%	?	5%	?	11%
CC1CCCN(CC(O)COCC2COc3ccccc3O2)C1 (stereo unspecified)	i	3%	15	-8%	i	10%	-3%	-14%	25%
CCN1CCN(c2nc3c(C)cccn3c(=O)c2/C=C(\C#N)S(=O)(=O)c2ccccc2)CC1	i	1%	-27	2%	?	-5%	?	-2%	9%
Cc1ccc(N2CC(C(=O)OCc3nc(N)nc(Nc4ccccc4C)n3)CC2=O)cc1 (stereo unspecified)	i	-2%	3	17%	-10%	-12%	18%	-13%	4%
O=C(Nc1ccc(NC(=O)c2ccc([N+](=O)[O-])o2)cc1Cl)c1ccco1	i	-6%	-6	3%	-60%[inhibitor]	7%	15%	124%[activator]	-21%
